High-throughput results: PubChem, The Scripps Research Institute Molecular Screening Center
DDE Tn6 FP inh: DD(E)-Tn6 binding inhibition, primary FP screen. inhibition, % at 8.3 µM. actives 0.21% (n = 370,000). Fibrin DD(E) TRITC-Tn6 fluorescence polarization displacement. AID 720509;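 active = inhibition above a per-campaign cutoff: mean of compounds within control limits plus 3 SD, cut at about 15% in these data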;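 also: 0% = median of all compound wells on the plate and 100% = blocking peptide control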
proKLK7 act: activates the human kallikrein-7 zymogen; P49862; activation, % at 7 µM; purified proKLK7, EDANS-DABCYL substrate fluorescence; 100% is mature enzyme control, 0% vehicle; actives 0.9% (n = 370,000);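 active = activation above the mean of all tested compounds plus 3 SD, computed per campaign excluding outliers beyond control limits, cut at about 13% in these data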
Target sequence (P49862 whole entry, looked up): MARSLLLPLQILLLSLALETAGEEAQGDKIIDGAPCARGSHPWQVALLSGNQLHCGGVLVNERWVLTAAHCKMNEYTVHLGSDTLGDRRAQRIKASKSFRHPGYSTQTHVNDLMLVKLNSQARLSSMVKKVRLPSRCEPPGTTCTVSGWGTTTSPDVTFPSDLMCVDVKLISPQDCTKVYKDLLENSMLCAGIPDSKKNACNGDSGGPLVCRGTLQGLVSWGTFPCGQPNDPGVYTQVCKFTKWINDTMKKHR
ADAM17 inh: inhibitors of human ADAM17; P78536; recombinant ADAM17, EDANS/DABCYL FRET peptide cleavage; inhibition, % at 6.95 µM; actives 0.83% (n = 370,000);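 active = inhibition above the mean of compounds lying between control limits plus 3 SD, set per campaign, cut at about 8.5% in these data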;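 also: 0% = DMSO-only wells as the low control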
Target sequence (P78536 215-824 limits assumed): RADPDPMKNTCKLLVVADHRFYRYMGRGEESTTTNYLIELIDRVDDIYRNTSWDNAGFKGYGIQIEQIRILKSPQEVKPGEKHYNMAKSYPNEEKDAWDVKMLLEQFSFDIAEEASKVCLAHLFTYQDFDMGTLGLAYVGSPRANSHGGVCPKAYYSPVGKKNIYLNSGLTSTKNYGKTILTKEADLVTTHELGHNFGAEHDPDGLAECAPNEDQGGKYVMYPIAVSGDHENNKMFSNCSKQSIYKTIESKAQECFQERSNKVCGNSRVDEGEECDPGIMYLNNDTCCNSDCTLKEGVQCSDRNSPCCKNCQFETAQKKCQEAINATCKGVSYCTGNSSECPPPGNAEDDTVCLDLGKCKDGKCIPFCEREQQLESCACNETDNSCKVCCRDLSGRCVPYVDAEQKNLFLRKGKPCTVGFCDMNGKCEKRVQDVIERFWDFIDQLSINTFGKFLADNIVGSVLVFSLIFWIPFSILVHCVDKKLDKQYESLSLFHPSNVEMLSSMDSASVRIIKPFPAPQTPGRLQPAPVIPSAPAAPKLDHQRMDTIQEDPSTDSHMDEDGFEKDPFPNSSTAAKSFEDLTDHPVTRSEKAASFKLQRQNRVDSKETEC
ASAP1 GAP inh: blocks human ASAP1-stimulated Arf1 GTP hydrolysis. Q9ULH1. GDP FP detection. inhibition, % at 16.5 µM. actives 0.19% (n = 360,000). AID 624377; in the data active = inhibition above about 25%;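 also: 0% = vehicle with enzyme and substrate and 100% = no enzyme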
ARFGAP1 inh: inhibits rat ARF GTPase activating protein 1. Q62848. Arfgap1-stimulated ARF1 GTP hydrolysis, GDP FP detection. inhibition, % at 16.5 µM. actives 0.26% (n = 360,000). AID 651572;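 active = inhibition above a per-plate limit, mean inhibition of low control wells plus 3 SD, cut at about 25% in these data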;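 also: 0% = DMSO wells with enzyme and 100% = wells lacking Arfgap1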
Target sequence (Q62848 1-136 limits assumed): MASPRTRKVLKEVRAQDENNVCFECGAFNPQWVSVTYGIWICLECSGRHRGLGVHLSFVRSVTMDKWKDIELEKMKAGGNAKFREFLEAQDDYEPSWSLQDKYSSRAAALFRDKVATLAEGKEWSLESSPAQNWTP
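Assay system: Rat Arfgap1 GAP domain (His6, aa 1-136), purified enzyme | Buffer or medium: HEPES 25 mM pH 7.5, NaCl 150 mM, MgCl2, DTT | Schedule: GTP hydrolysis reaction 2 h at 25 °C | Signal: FP of antibody-bound GDP Alexa 633 tracer, ex 620/em 688 nm | Measure: Percent inhibition of Arfgap1-stimulated GTP hydrolysis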
LEDGF integ inh: blocks HIV-1 LEDGF/p75-dependent DNA integration. TR-FRET IN-LEDGF/p75 DNA integration, Eu/Cy5. inhibition, % at 3.7 µM. actives 0.64% (n = 370,000). AID 743269;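 active = inhibition above the screen-wide mean plus 3 SD, cut at about 13% in these data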;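 also: signal is the Cy5 over europium emission ratio at 671 and 618 nm; 0% = plate median of compound wells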
ADAM10 inh: ADAM10 inhibition, QFRET primary screen | O14672 | recombinant ADAM10, EDANS/DABCYL FRET peptide cleavage, 3 h | inhibition, % at 7 µM | actives 0.62% (n = 370,000);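 active = inhibition above a per-campaign cutoff equal to the mean of compounds falling between control-based bounds plus 3 SD, cut at about 20% in these data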;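 also: 0% = DMSO wells while the 100% control is not disclosed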
TDP2 inh: TDP2 (human) inhibition, absorbance primary screen. O95551. recombinant TDP2, T5PNP hydrolysis, p-nitrophenol absorbance 415 nm. inhibition, % at 12.8 µM. actives 0.34% (n = 370,000);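 active = inhibition above the mean of all tested compounds plus 3 SD, set per campaign, cut at about 25% in these data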;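 also: 0% = DMSO with enzyme and 100% = buffer with substrate but no TDP2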
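Incubation: 2 h at 37 °C; Test system: recombinant human TDP2; Quantity: enzyme 120 nM; Read-out basis: percent inhibition; Medium: 50 mM Tris-HCl pH 7.5 with Mg2+, KCl, DTT, BSA; Repeats: single replicate; Compound: 12.8 µM single point, 1% DMSO; Signal: epi absorbance; Reagent: 5 mM T5PNP chromogenic substrate; Benchmarks: no-enzyme high, DMSO-plus-enzyme low.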
PLCg1 inh: inhibitors of human phospholipase C gamma1; AID 720700; actives 0.84% (n = 370,000); inhibition, % at 12.2 µM; P19174; purified PLC-gamma1, fluorogenic substrate, fluorescence; in the data active = inhibition above about 9.5%
DDE Tn7 FP inh: DD(E)-Tn7 binding inhibition, primary FP screen | AID 720508 | FP displacement of FITC-Tn7 peptide from fibrin DD(E); 0% = median of compound wells per plate | P02675 | actives 0.13% (n = 370,000) | inhibition, % at 8.3 µM;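 active = inhibition above the mean of compounds falling within the control limits plus 3 SD of them, cut at about 14% in these data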;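 also: 0% = plate median of compound wells and 100% = 10 µM Aha-Tn7 peptide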
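Test system – human fibrin DD(E) · Times – 10 min preincubation, 3 h with tracer, room temperature · Detection – fluorescence polarization of the labelled Tn7 tracer · Measure – percent inhibition normalized to high-control wells · Benchmarks – high control wells with 10 µM unlabelled Aha-Tn7 peptide (full inhibition) · Repeats – singlicate testing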
* hit, by the source's call; x = no result given.

SMILES | DDE Tn6 FP inh | proKLK7 act | ADAM17 inh | ASAP1 GAP inh | ARFGAP1 inh | LEDGF integ inh | ADAM10 inh | TDP2 inh | PLCg1 inh | DDE Tn7 FP inh
COc1cccc(CNC(=O)CCNC(=O)c2ccco2)c1 | 3 | -0.2 | 3 | 2 | 9 | 4 | 7 | -27 | 8 | -1
COc1ccccc1Cn1c(=S)[nH]c2ccc(F)cc2c1=O | -3 | 0.4 | 6 | 7 | 4 | 1 | 2 | 18 | 0 | -4
CCOc1ccc(N(CC(=O)Nc2c(C)n(C)n(-c3ccccc3)c2=O)S(=O)(=O)c2ccc(C(C)(C)C)cc2)cc1 | -2 | 0.5 | 0 | x | x | 0 | 2 | -9 | 0 | -3
CCCc1cc(C(=O)NNC(=S)NCC)c2ccccc2n1 | -2 | 1.0 | -11 | 10 | 11 | -2 | -45 | 0 | -11 | 0
CC(NC(=O)CCCn1cc([N+](=O)[O-])cn1)c1ccccc1 (stereo not drawn) | 1 | -0.7 | -5 | -1 | -3 | -2 | -7 | 3 | -1 | 2
CCCCn1c(CN2CCN(C(=O)OCC)CC2)nc2c1c(=O)n(C)c(=O)n2C | 2 | -0.5 | 3 | 3 | 6 | -2 | -1 | -9 | -7 | 2
OC(c1ccccc1)(c1nc(-c2cccc(F)c2)cs1)C(F)(F)F (stereo not drawn) | 4 | -0.3 | 12* | 13 | 17 | -3 | 33* | -4 | -1 | -4
Cc1cc(C(=O)N2CCCC(C(=O)c3ccc(Cl)cc3C)C2)no1 (stereo not drawn) | -5 | -0.1 | -2 | 6 | -6 | 1 | 5 | 11 | 1 | -2
COc1ccc(CCNC2CC(=O)N(C)C2=O)cc1OC (stereo not drawn) | -1 | -0.1 | -8 | 5 | -5 | 0 | -2 | 9 | -3 | -4
CC(C)COP(=O)(c1ccc(N(C)C)cc1)C(O)c1cccnc1 (stereo not drawn) | -6 | -0.4 | -7 | 9 | -15 | 1 | -8 | -9 | 1 | -3
COc1cccc(NC(=O)CN(C)C(=O)c2cc3c(s2)CCCC3)c1 | -11 | 0.4 | 6 | 8 | -13 | 1 | -2 | -13 | 2 | -2
CN1OC[C@@H]2CN(CC3CCCCC3)[C@H](c3ccc(-c4ccc(C#N)cc4)cc3)C[C@@H]21 | -2 | 0.1 | 0 | 5 | 5 | 4 | -6 | -8 | 9 | -8
COc1ccc(OC)c(NC(=O)C2CC2c2ccccc2)c1 (stereo not drawn) | -6 | -0.1 | 4 | 11 | 10 | 0 | -2 | 3 | -1 | -2
O=C(c1cccs1)N1CCN=C1SCc1ccccc1F | -1 | 0.3 | -4 | -3 | 0 | 0 | -3 | 7 | 0 | 2
COc1cccc(N/C=C/C(=O)c2ccc(Cl)cc2)c1 | -9 | -0.1 | -1 | 1 | -6 | 1 | 0 | -3 | -17 | 1
Nc1ccc(N2CCN(C(=O)c3ccco3)CC2)cc1 | -7 | 0.5 | -2 | 0 | 1 | 5 | -2 | 9 | -4 | -2
N#C/C(=C1\CCCN1)c1ccc2ccccc2n1 | -4 | 0.6 | -2 | -10 | 4 | -2 | -6 | -1 | -29 | 2
COCCNC(=O)c1ccc2snnc2c1 | 0 | -0.5 | -2 | -2 | -15 | 0 | -5 | -1 | -2 | -6
O=C(CSc1nnc(-c2cc3ccccc3cc2O)n1Cc1ccco1)N1CCc2ccccc2C1 | -4 | -2.1 | 8 | -6 | -2 | 5 | 14 | -18 | -66 | -9
Cc1cc(Cl)c2oc(C(=O)N(C)Cc3nccn3C)c(C)c2c1 | 7 | 0.7 | 2 | 12 | -10 | 1 | 1 | 2 | 0 | 1

Ordered by length of the SMILES (smallest number first): part of the list above.
SMILES | DDE Tn6 FP inh | proKLK7 act | ADAM17 inh | ASAP1 GAP inh | ARFGAP1 inh | LEDGF integ inh | ADAM10 inh | TDP2 inh | PLCg1 inh | DDE Tn7 FP inh
COc1ccc(CCNC2CC(=O)N(C)C2=O)cc1OC (stereo not drawn) | -1 | -0.1 | -8 | 5 | -5 | 0 | -2 | 9 | -3 | -4
CCCc1cc(C(=O)NNC(=S)NCC)c2ccccc2n1 | -2 | 1.0 | -11 | 10 | 11 | -2 | -45 | 0 | -11 | 0
CC(NC(=O)CCCn1cc([N+](=O)[O-])cn1)c1ccccc1 (stereo not drawn) | 1 | -0.7 | -5 | -1 | -3 | -2 | -7 | 3 | -1 | 2

Continuation.
SMILES | DDE Tn6 FP inh | proKLK7 act | ADAM17 inh | ASAP1 GAP inh | ARFGAP1 inh | LEDGF integ inh | ADAM10 inh | TDP2 inh | PLCg1 inh | DDE Tn7 FP inh
CCCS(=O)(=O)NC(=O)C1(C)CCN(C(=O)Cc2cccc(OC)c2)C1 (stereo not drawn) | 3 | -0.3 | -1 | -3 | 3 | 2 | -13 | 8 | 3 | 7
CCOC(=O)N1CCN(C(=O)CCc2ccccc2)CC1 | 4 | -0.3 | -2 | 2 | -4 | 56* | -6 | 1 | 1 | 2
CN(C)c1c(N)[nH]c2c(c1=O)c(=O)n(C)c(=O)n2C | 0 | 0.1 | -4 | 2 | -5 | -4 | -12 | 11 | -1 | 10
CC1(c2nnnn2Cc2ccccc2)CCC(=O)N1C1CC1 (stereo not drawn) | -7 | 0.5 | 0 | -22 | 3 | -1 | 2 | 4 | 2 | -1
Cc1cc(Oc2cccc3c2S(=O)(=O)N(C2CCCC2)CC(COCc2ccccc2)O3)cc(C)c1C (stereo not drawn) | -7 | -0.4 | 1 | 2 | 5 | -1 | -14 | -2 | 2 | -7
C[C@@H]1CN([C@H](C)CO)C(=O)CCCn2cc(nn2)CO[C@H]1CN(C)C(=O)Nc1cccc2ccccc12 | 1 | -3.6 | -24 | -2 | 6 | -3 | -101 | -6 | -24 | 10
OC(c1ccc2c(c1)OCO2)c1nccc2ccccc12 (stereo not drawn) | -3 | -0.1 | -5 | -5 | -7 | 2 | -3 | 4 | -4 | 0
CC(=O)Nc1ccc(OC(=O)c2c(-c3ccccc3Cl)noc2C)cc1 | -3 | 0.3 | -3 | -15 | 4 | -1 | 1 | 4 | 0 | -2
COc1ccc(C2C(C(C)=O)=C(O)C(=O)N2c2nc3ccccc3s2)cc1OC (stereo not drawn) | 0 | 0.1 | -1 | -5 | 9 | -2 | 1 | 8 | -3 | 3
O=C(CCC(=O)N(Cc1ccco1)C(C(=O)NC1CCCC1)c1ccncc1)Nc1cccnc1 (stereo not drawn) | -11 | 0.3 | -1 | -5 | -3 | -1 | 0 | 4 | -1 | 0
COc1ccc(OCC(=O)Nc2ccc3c(c2)nc(CN2CCCC2)n3C)cc1 | 8 | -0.7 | -7 | -1 | 9 | 3 | -6 | 3 | -7 | -2
COc1ccccc1NS(=O)(=O)c1ccc(C)c(NC(=O)C2CCCO2)c1 (stereo not drawn) | 6 | 0.0 | 0 | -7 | 7 | -4 | -13 | 6 | 2 | -3
COc1ccc(CNS(=O)(=O)c2ccc(-c3ccc(=O)[nH]n3)o2)cc1 | -4 | -0.2 | -2 | -8 | -5 | -4 | -7 | 23 | -1 | -4
CC(OC(=O)c1nsc(Cl)c1Cl)C(=O)NCc1ccco1 (stereo not drawn) | 5 | 0.3 | -1 | -15 | 11 | -4 | -17 | -4 | 1 | -7
O=C(NCCCN1CCCC1=O)c1ccc2c(=O)n(-c3ccccc3F)c(=S)[nH]c2c1 | -3 | 0.7 | -16 | 7 | -14 | 2 | -46 | -14 | -13 | -5
CN(C)C(=O)CSc1nnc(CCN)o1 | -4 | 0.0 | 1 | 4 | 0 | 6 | 6 | -17 | 13* | 4
CCOc1ccc(N2CC(C(=O)Nc3ccc(OC)c(S(=O)(=O)N4CCCCC4)c3)CC2=O)cc1 (stereo not drawn) | -2 | 0.7 | 3 | -5 | -3 | 5 | 14 | -11 | 6 | -8
COc1ccc(Nc2cc(C(=O)N3CCc4ccccc4C3)c3ccccc3n2)c(OC)c1 | -3 | 0.0 | 6 | 8 | 7 | -1 | 10 | -1 | -28 | -1
Cc1ccc(CN2CCN(Cc3c(C)nn(C(C)C)c3C)CC2CCO)o1 (stereo not drawn) | 10 | -0.8 | -13 | -5 | 1 | -2 | 4 | 1 | -2 | 3
COc1ccc(CC(CC(=O)O)C(=O)NCc2ccccc2)cc1 (stereo not drawn) | -1 | 0.1 | -2 | 5 | 5 | 2 | -11 | 12 | -3 | 4
NC(=O)/C(=C/c1ccco1)NC(=O)/C=C/c1ccccc1 | 2 | 1.1 | -3 | 9 | -2 | 5 | 3 | -1 | -4 | 3
O=C(NC1CCCCC1)C(c1ccc2ncccc2c1)N(Cc1ccccc1)C(=O)c1ccc2c(c1)OCCO2 (stereo not drawn) | 1 | 0.4 | -4 | -7 | 9 | -2 | -2 | 1 | -1 | 3
O=C(c1ccco1)N1CCN(Cc2c(Cl)cccc2Cl)CC1 | -4 | -0.5 | -3 | -3 | 14 | 1 | -5 | -3 | 1 | 4
O=C(COCc1cc(-c2cccs2)on1)NC1CCCCC1 | 3 | 0.0 | -4 | -1 | -6 | -1 | -9 | 0 | 0 | -3
Cc1ccc(CN2C(=NC(=O)CCC(=O)O)SC3CS(=O)(=O)CC32)cc1 (stereo not drawn) | -1 | 0.6 | -4 | 2 | -6 | 2 | -2 | 8 | 1 | 2
CCOC(=O)c1nnc2c(Br)c(-c3ccccc3)nn2c1C | -6 | -0.1 | -3 | -5 | 4 | 3 | -1 | 2 | -7 | -8
O=C(O)CN1CCCCCC1=O | 1 | -0.1 | 1 | -9 | -19 | 1 | -2 | 0 | 0 | 5
N#Cc1cc(Nc2c(N)nc[nH]c2=O)c([N+](=O)[O-])cc1C#N | 2 | 0.6 | -4 | 3 | 10 | -1 | -16 | 9 | 2 | -5
CC1CCN(S(=O)(=O)c2c[nH]c(=O)[nH]c2=O)CC1 | -3 | 0.4 | -2 | -4 | -2 | -2 | -11 | 4 | 0 | 3
O=C(Oc1ccccc1)c1cccc2cccnc12 | 1 | 0.2 | -6 | -5 | 5 | 2 | -2 | -3 | -2 | -1
Cc1ccc(-c2ccccc2)n1-c1ccc(C(=O)O)cc1 | 5 | 0.6 | -6 | 0 | -7 | 9 | -16 | 2 | -16 | 3
COc1cc2c(C(=O)N3CCN(c4cccc(Cl)c4)CC3)cn(C)c(=O)c2cc1OC | 9 | 0.4 | -2 | 2 | 13 | -3 | -2 | -2 | 6 | -5
CCC(C)[C@H](NC(=O)N1CC(=O)Nc2ccccc21)C(=O)N1CCC(C(=O)O)CC1 (stereo partly drawn) | -4 | -0.9 | 1 | 5 | -6 | 3 | 3 | -16 | 8 | -3
